Compound activity from PubChem.
MITF inh: human MITF inhibition, primary screen; 650,000 tested, 0.91% active; AlphaScreen MITF homodimerization, bead proximity signal; inhibition, % at 2.6 µM; O75030; AID 1259374; in the data active means inhibition above about 50%;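 further: 0% = vehicle wells with protein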
Target sequence (O75030 whole entry, looked up): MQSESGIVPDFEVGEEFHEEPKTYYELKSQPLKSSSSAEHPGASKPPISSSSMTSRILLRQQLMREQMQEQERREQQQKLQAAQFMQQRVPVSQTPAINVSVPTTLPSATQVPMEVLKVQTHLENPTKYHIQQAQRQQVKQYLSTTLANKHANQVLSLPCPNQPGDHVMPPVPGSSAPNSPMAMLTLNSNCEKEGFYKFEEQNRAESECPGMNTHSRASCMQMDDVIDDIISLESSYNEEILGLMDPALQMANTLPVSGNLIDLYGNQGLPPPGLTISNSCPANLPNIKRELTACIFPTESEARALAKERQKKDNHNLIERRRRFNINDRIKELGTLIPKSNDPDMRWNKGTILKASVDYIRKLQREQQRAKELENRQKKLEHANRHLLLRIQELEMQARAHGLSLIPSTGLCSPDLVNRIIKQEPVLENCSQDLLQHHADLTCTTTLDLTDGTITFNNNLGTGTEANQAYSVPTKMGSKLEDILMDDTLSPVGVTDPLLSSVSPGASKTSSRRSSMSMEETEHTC
FBW7 activator: activators of human E3 ligase FBW7. Q969H0. AlphaScreen FBW7–phospho-cyclin E peptide binding, activator screen. normalized activity (activation), % at 26.1 µM. 650,000 tested, 0.13% active; in the data active means normalized activity above about 1.9%;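 further: purified mutant Fbw7 with reduced substrate affinity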
TEAD-YAP inh: TEAD-YAP interaction inhibition; inhibition, % at 9.12 µM; 640,000 tested, 1.4% active; HEK-TIYL cells, TEAD-Gal4/YAP UAS-luciferase luminescence; in the data active means inhibition above about 32%;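 further: 0% = median of test compound wells and 100% = reference inhibitor wells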
GPR151 activ: human GPR151 activation. Q8TDV0. activation, % at 11.2 µM. 650,000 tested, 1% active. PathHunter beta-arrestin GPR151 cells, luminescence; in the data active means activation above about 4.9%;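 further: 0% = median of compound wells and 100% = cells with positive control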
Target sequence (Q8TDV0 whole entry, looked up): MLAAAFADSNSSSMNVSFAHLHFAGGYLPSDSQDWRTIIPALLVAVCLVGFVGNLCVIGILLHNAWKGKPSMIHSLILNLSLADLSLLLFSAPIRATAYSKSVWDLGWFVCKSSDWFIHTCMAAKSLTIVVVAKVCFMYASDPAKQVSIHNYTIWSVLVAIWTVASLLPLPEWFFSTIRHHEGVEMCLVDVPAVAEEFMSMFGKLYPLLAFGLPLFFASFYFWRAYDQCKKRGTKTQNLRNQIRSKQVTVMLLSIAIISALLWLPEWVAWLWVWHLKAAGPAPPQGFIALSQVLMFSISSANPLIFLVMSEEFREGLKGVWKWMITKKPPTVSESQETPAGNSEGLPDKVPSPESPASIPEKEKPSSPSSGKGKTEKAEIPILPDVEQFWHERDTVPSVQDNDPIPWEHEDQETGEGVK
Starred values were filed as active, the others as inactive. This is a random part of the collection. Share with any hit: about 3.4%.

SMILES	MITF inh	FBW7 activator	TEAD-YAP inh	GPR151 activ
Cc1ccc(NC(=O)CN2CCN(CC(=O)Nc3ccccc3F)CC2)cc1F	14	0.4	20	-0.1
Nc1ccc(S(=O)(=O)Nc2nccc(/C=C/c3ccc4c(c3)OCO4)n2)cc1	-17	0.3	-6	4.5
CS(=O)(=O)N(CC(=O)NC1CCCCC1)Cc1ccccc1	6	-0.3	5	-1.5
N/C(=N\OC(=O)c1ccc([N+](=O)[O-])cc1)c1ccc(Cl)cc1Cl	-2	0.0	-6	-0.7
Cc1ccc(-n2c(/C=C\c3cccc(C(F)(F)F)c3)nc3ccccc3c2=O)c(Br)c1	7	0.1	-1	-0.4
Cc1cc(C(=O)NC(C)C2CCCO2)cs1 (stereo not drawn)	3	0.0	-7	0.0
O=C(NCCCN1CCc2ccccc2C1)c1ccc2nc(N3CCCCC3)sc2c1	-4	-0.2	-59	-1.1
CCCCNC(=O)CCCCCn1c(=S)[nH]c2ccc(Br)cc2c1=O	26	0.3	7	-2.0
COc1cc(CCC(C)NCc2ccccc2)ccc1O (stereo not drawn)	-7	-0.1	-8	-0.3
O=C(c1oc(=O)c2ccccc2c1-c1ccccc1)N1CCC(O)CC1	-4	-0.7	-8	-0.7
COc1cccc(OC)c1C(=O)Nc1ccccn1	8	-0.1	2	0.0
O=C(Cn1nnc(-c2ccccc2)n1)NNC(=O)c1ccc2ccccc2n1	3	-0.3	-1	0.2
COc1ccc(-c2noc(N3CCC(C(=O)Nc4ccc(F)cc4F)CC3)n2)cc1	-18	0.0	-11	1.8
O=C1N[C@H](Cc2ccc(O)cc2)C(=O)N2CCN(C(=O)c3cccc(F)c3F)C[C@H]12	6	0.0	-1	0.5
C=CCNC(=O)c1ccc(N(C)S(C)(=O)=O)cc1	1	-0.1	-7	0.9
COC(=O)c1ccc(C)c(NS(=O)(=O)c2ccc(OC)c(Cl)c2)c1	-5	0.1	41*	-1.0
CC(C)N(CCNc1ncnc2c1nc(Nc1cccnc1)n2C(C)C)C(C)C	7	0.0	-1	-1.0
Cc1cc(-n2nc3ccccc3n2)c2oc(=S)[nH]c2c1	4	-0.1	6	0.4
C=CCn1c(C(C)NC(=O)c2ccc(OC)c(OC)c2)nc2ccccc21 (stereo not drawn)	2	0.9	-6	-1.4
O=C(O)CN1CCN(Cc2ccccc2F)C1=O	21	0.1	8	0.0
N#Cc1cccc(NC(=O)c2cccc(Br)c2)c1	-1	-0.2	-1	0.9
CCOC(=O)c1ccc(NC(=O)CSc2nc(C)nc3sc4c(c23)CCC4)cc1	9	0.1	3	3.3
COC(=O)/C(=N/NS(=O)(=O)c1ccc(C)cc1)C(F)(F)F	11	0.1	5	-0.4
CCOc1ccc(C2=NC(c3ccccc3F)NC(c3cc(Cl)ccc3O)C2)cc1 (stereo not drawn)	12	0.1	0	-0.1
O=C(Cc1cccc2ccccc12)NC1CCCCNC1=O (stereo not drawn)	-1	-0.3	1	-1.3
(more compounds)
SMILES	MITF inh	FBW7 activator	TEAD-YAP inh	GPR151 activ
O=C(Nc1ccccc1C(F)(F)F)c1cnc2n(c1=O)CCS2	-14	0.0	-17	-0.8
O=C1C(=O)N(Cc2ccccc2)c2cccc(I)c21	24	0.1	7	0.8
COc1cc(C2C(C#N)=C(N)N(N(C)C)C3=C2C(=O)CC(C)(C)C3)cc(OC)c1OC (stereo not drawn)	5	0.0	9	-0.8
Cc1ccc(Cn2cc(-c3ccc(F)cc3)ccc2=O)cc1	-8	0.0	-6	2.9
O=c1cc(CO)oc(C(Nc2ccccn2)c2ccsc2)c1O (stereo not drawn)	10	-0.1	0	0.0
Cc1ccc(C2=NN=C(NC(=O)C(F)(F)F)SC2)cc1	13	0.1	18	-3.4
Cc1[nH]c(=O)[nH]c(=O)c1S(=O)(=O)N1c2ccc(F)cc2CCC1C (stereo not drawn)	15	0.6	1	0.6
O=C(Nc1ncc(Cc2ccc(Br)cc2)s1)C(c1ccccc1)c1ccccc1	2	-0.3	3	-0.1
CC(C)OCC(O)Cn1c(N)nc2c1c(=O)[nH]c(=O)n2C (stereo not drawn)	0	0.4	16	-0.3
O=C(CCN1C(=O)c2ccccc2C1=O)NC1CCCCCC1	-4	-0.1	-3	0.4
Cn1nccc1Nc1nc(C(=O)Nc2ccc3c(c2)OCO3)cs1	2	0.0	2	1.3
COc1ccc(CNC2CCCN(c3nc(C)c4cc(F)ccc4n3)CC2)cc1 (stereo not drawn)	4	0.4	-4	-0.6
O=C1CSC(c2ccc(F)c(F)c2)N1c1ccc(I)cc1 (stereo not drawn)	21	0.3	-1	-2.8
N#Cc1cn(Cc2ccccc2F)c2ccccc12	-8	0.0	-21	-1.2
O=[N+]([O-])c1ccc(CSc2nc(Nc3ccc(F)cc3)c3ccccc3n2)cc1	1	0.0	3	0.0
Cc1cccc(OCc2nnc(SCC(=O)N3CCCCC3C)n2C)c1 (stereo not drawn)	-1	0.0	-2	0.4
O=C(Nc1ccccc1)Nc1ccc(S(=O)(=O)NCc2ccccc2)cc1	4	-0.1	5	-0.1
CCCc1sc(Nc2ccccc2OC)nc1-c1ccccc1	1	-0.1	-4	-0.1
O=C(O)c1ccc(C(=O)c2ccccc2)cc1 (tested in a mixture with another compound)	7	0.1	7	-2.7
COc1ccc2c(c1OC)C(=O)N1C(C(=O)O)Cc3c([nH]c4ccccc34)C21 (stereo not drawn)	-8	-0.1	6	-0.1
C[C@@H]1CN(Cc2c(C(=O)N3CCCC3)nc3sccn23)C[C@H](C)O1	-13	0.0	-9	1.9
COc1ccc(N(C)C(=O)Cc2c(C(=O)O)[nH]c3ccccc23)c(OC)c1	-3	-0.1	-4	0.0
O=C(Cc1ccccc1[N+](=O)[O-])NC1CC1	11	0.0	1	0.9
CCC1COC(C)(CCC(C)C)N1C(=O)c1cc2c(=O)n3cccc(C)c3nc2s1 (stereo not drawn)	-9	0.6	-3	-1.2
O=C1CC(c2cccc3ccccc23)Sc2nc(-c3ccccc3)nn21 (stereo not drawn)	-15	0.0	-12	-0.5

The last six entries of the section above lead into the next:
SMILES	MITF inh	FBW7 activator	TEAD-YAP inh	GPR151 activ
COc1ccc2c(c1OC)C(=O)N1C(C(=O)O)Cc3c([nH]c4ccccc34)C21 (stereo not drawn)	-8	-0.1	6	-0.1
C[C@@H]1CN(Cc2c(C(=O)N3CCCC3)nc3sccn23)C[C@H](C)O1	-13	0.0	-9	1.9
COc1ccc(N(C)C(=O)Cc2c(C(=O)O)[nH]c3ccccc23)c(OC)c1	-3	-0.1	-4	0.0
O=C(Cc1ccccc1[N+](=O)[O-])NC1CC1	11	0.0	1	0.9
CCC1COC(C)(CCC(C)C)N1C(=O)c1cc2c(=O)n3cccc(C)c3nc2s1 (stereo not drawn)	-9	0.6	-3	-1.2
O=C1CC(c2cccc3ccccc23)Sc2nc(-c3ccccc3)nn21 (stereo not drawn)	-15	0.0	-12	-0.5
Nc1ncc(Br)cc1S(=O)(=O)NCCC(=O)Nc1cccnc1	13	0.2	14	-0.8
CCOC(=O)N1CCC(N2C(=O)c3ccc(C(=O)Nc4ccc(F)cc4)cc3C2=O)CC1	4	-0.1	6	0.1
OCCCNc1ncnc2oc(-c3ccccc3)c(-c3ccccc3)c12	-2	-0.9	-22	-0.5
Cc1ccc(P(=O)(c2ccc(C)cc2)C(C)(C)O)cc1	14	0.1	4	-0.7
CCN1CCC(N(Cc2ccco2)C(=O)Nc2cc(C)cc(C)c2)CC1	4	0.0	0	0.0
CCOc1ccc(N2CC(C(=O)Nc3cccc(F)c3)CC2=O)cc1 (stereo not drawn)	10	0.5	7	0.2
CCCCOC(=O)c1ccc(NC(=O)c2c(O)c3cccc4c3n(c2=O)CCC4)cc1	6	0.1	-5	0.0
Cn1ccnc1C1(O)CC2CCC(C1)N2C(=O)c1ccc2c(c1)OCO2 (stereo not drawn)	17	-0.1	2	0.3
CC(C(=O)Nc1nc(-c2ccccc2)cs1)N1C(=O)c2ccccc2C1=O (stereo not drawn)	12	0.0	-12	-0.6
CCS(=O)(=O)c1nc(C)cc(COC)c1C#N	0	0.0	-4	-0.1
CCn1c(SCC(=O)c2ccc(F)cc2)nnc1-c1cc(OC)c(OC)c(OC)c1	-1	0.1	-3	1.9
O=C(NC(NCC12CC3CC(CC(C3)C1)C2)(C(F)(F)F)C(F)(F)F)c1cccc(F)c1	9	-0.1	17	3.0
CC(=O)Nc1ccc(S(=O)(=O)Nc2ccccc2C(C)C)cc1	5	-0.1	4	5.9*
Cc1nc(CNC(=O)CCc2nnc(-c3ccsc3)o2)sc1C	-6	-0.1	-10	-0.3
CC(C)(Oc1ccc(Cl)cc1)C(=O)N1CC(c2nc3ccccc3[nH]2)C1	10	0.0	6	-1.5
CC/C(C)=N/NC(=O)c1ccc(OC)cc1	-15	-0.1	-60	-0.5
COc1ccc(C(=O)NNC(=O)C(=O)NC(C)C)cc1	4	0.1	1	-0.3
CCOC(=O)c1c(NC(=O)c2ccc(Cl)cc2Cl)sc(C(=O)Nc2ccccc2C)c1C	3	-0.1	-5	-0.8
O=C(CCCSc1ccc(Cl)cc1)Nc1nc(-c2ccccn2)cs1	12	-0.9	39*	0.3
Cc1ncc(CO)c2cc(C(=O)Nc3ccccc3)c(=Nc3ccccc3)oc12	8	-0.1	11	1.8
COc1ccc(N2C(=O)c3ccccc3NC2c2ccc(OC)c(COc3ccccc3F)c2)cc1 (stereo not drawn)	3	-0.2	-42	-0.2
COc1ccc(OC)c(NC(=O)CSc2nc3ccc(N4CCOCC4)cc3c(=O)n2Cc2ccccc2)c1	5	0.0	-18	1.4
Cc1ccc(Nc2ncnc3sc(C)c(C)c23)c(Br)c1	0	-0.2	-7	-0.3
O=[N+]([O-])c1cc(/C=N/N/C(=N/c2ccccn2)c2ccccn2)c(O)c([N+](=O)[O-])c1	11	-0.3	-44	-2.4
CCOC(=O)CSc1c([N+](=O)[O-])nc(C)n1Cc1ccccc1	4	-0.1	-14	2.3

Some entries already given, limited to TEAD-YAP inh and FBW7 activator.
canonical_smiles	TEAD-YAP inh	FBW7 activator
CCS(=O)(=O)c1nc(C)cc(COC)c1C#N	-4	0.0
CCn1c(SCC(=O)c2ccc(F)cc2)nnc1-c1cc(OC)c(OC)c(OC)c1	-3	0.1

(cont.)
SMILES	MITF inh	FBW7 activator	TEAD-YAP inh	GPR151 activ
CCCCCCOc1cccc(NC2CC(O)C(O)CO2)c1 (stereo not drawn)	-12	0.1	4	0.8
CSc1ccc(NC(=O)N[C@H]2C[C@H]3C(=O)N[C@H](CC(C)C)C(=O)N3C2)cc1	-1	-0.1	8	-1.7
COCCN(CCOC)S(=O)(=O)c1ccc(C(=O)Nc2nc(-c3ccc([N+](=O)[O-])cc3)cs2)cc1	3	0.1	5	0.7
O=C(Nc1nnc(CCSc2ccc(Br)cc2)s1)c1ccc(F)cc1	-1	-0.1	-7	1.0
COc1ccccc1CN(C)S(=O)(=O)c1ccc(F)c(Cl)c1	-1	0.0	7	2.0
Cc1cccc(NCc2ccccc2O)c1	2	0.1	-9	1.8
COc1cc2c(cc1OC)CN(Cc1nc3ccsc3c(=O)[nH]1)CC2	-6	-0.1	8	-1.6
C/C(=N\Nc1cc(N2CCOCC2)nc(C)n1)c1ccc(Cl)c(Cl)c1	0	-0.1	-1	-0.5
CC(=O)Nc1c(C(=O)O)oc2ccc(Cl)cc12	16	0.0	2	-1.1
COc1ccccc1C1C(C(=O)OCCOc2ccccc2)=C(C)NC2=C1C(=O)CCC2 (stereo not drawn)	3	0.1	8	-0.3
c1cncc(-c2nc(C3CCCCC3)no2)c1	11	0.5	-29	0.0
Cn1cnnc1SCc1ccc(C(=O)N/N=C/c2ccc(O)c(O)c2)cc1	12	0.2	3	2.1
O=C(Nc1nc2ccccc2[nH]1)c1cccc(Br)c1	8	-0.3	-27	-1.7
O=c1c([N+](=O)[O-])c(NCCN2CCOCC2)c2ccccc2n1-c1ccccc1	-7	0.0	-8	1.0
Cn1nccc1Nc1ccc(-n2cc(CC(=O)Nc3ccc4c(c3)OCO4)c3ccccc32)nn1	9	-0.1	-34	1.4
COc1ccc(C(C(C(=O)c2cccs2)N2CCOCC2)N2CCOCC2)cc1OC (stereo not drawn)	-6	-0.2	-14	-1.1
COc1ccc2c(=O)cc(C(F)(F)C(F)(F)F)oc2c1	-7	-0.1	2	0.4
CC(=O)Nc1ccccc1NC(=O)C(c1ccccc1)c1ccccc1	6	0.3	8	-0.2
COc1ccc(C2CC(=O)C3=C(C2)NC(C)=C(C(=O)OC2CCCCC2)C3c2cccc([N+](=O)[O-])c2)cc1OC (stereo not drawn)	11	0.1	35*	-0.6
O=C(c1ccc(N2CCOCC2)c([N+](=O)[O-])c1)N1CCCCC1	1	0.0	3	-0.7
O=c1c2ccccc2c2ccccc2c(=O)n1-c1ccc(Sc2ccc([N+](=O)[O-])cc2)cc1	11	0.2	-20	-1.0
CCCOc1ccc(C2C(=O)N(C3CCCCCC3)CC(=O)N2CCc2ccc(Cl)cc2)cc1OC (stereo not drawn)	24	-0.2	5	1.5
CCNS(=O)(=O)c1ccc(CCC(=O)O)cc1	12	0.3	11	-1.1
O=C(NCc1ccco1)c1ccc(-c2ccco2)nc1NCc1cccnc1	-2	0.1	-1	0.8
COc1ccccc1CN1C[C@@H]2C[C@@H](c3ccc(F)c(F)c3)N3CCC[C@@]23C1=O	4	0.1	8	-1.1

Looked up by compound from the list above, 2 records:
SMILES	MITF inh	FBW7 activator	TEAD-YAP inh	GPR151 activ
COc1cccc(OC)c1C(=O)Nc1ccccn1	8	-0.1	2	0.0
Cn1cnnc1SCc1ccc(C(=O)N/N=C/c2ccc(O)c(O)c2)cc1	12	0.2	3	2.1
